High-throughput results deposited in PubChem BioAssay by National Center for Advancing Translational Sciences (NCATS).
ATXN viability: reduces viability in counter-screen for ATXN expression inhibitors; S2 cells (HEK-293 line with an ATXN2-luciferase reporter) viability, CellTiter-Fluor protease fluorescence, 24 h; Potency, µM (top dose mostly 56.7 µM), actives largely listed as cytotoxic; hit rate 0.49% among 400,000; also: potency is read from the fitted curve at half-maximal effect; nearly all actives have a fitted effect of over 40% in size
A549 viability: kills or reduces viability of A549 cells in Nrf2 counter-screen | hit rate 0.16% among 390,000 | Potency, µM (series often up to 46 µM), without a hit: top-dose activity change, negative = cytotoxicity, actives largely listed as inhibitors | A549 ARE-Fluc cells, CellTiter-Fluor viability, 18-24 h; also: potency is read from the fitted curve at half-maximal effect; % is scaled to controls: 0 for no effect and ±100 for the full control effect
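A549 ARE-Fluc cells in 5% FBS OPTI-MEM, 5000 cells/well, rested 2 h then exposed to compounds in concentration-response for 18-24 h at 37 °C. Viability by CellTiter-Fluor fluorescence (Ex 405/Em 525) after 30 min; luciferase luminescence (BugLite, 15 min, RT) read afterwards.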
MmCpn inh: M. maripaludis TRiC chaperonin inhibition | purified Mm-Cpn ATPase, ADP Transcreener TR-FRET | Potency, µM (titrated, usually from 76.9 µM), for the others: at the top dose activity, negative = inhibition, usual class: inhibitors | hit rate 0.031% among 330,000 | AID 504842; also: potency is read from the fitted curve at half-maximal effect; % is scaled to controls: 0 for no effect and ±100 for the full control effect; nearly all actives have a fitted effect of over 80% in size
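ATPase turnover read by TR-FRET ADP competition (Eu cryptate antibody/ADP-d2, 665/590 nm): 10uM ATP final, 25nM Mm-CPN final, 30 min 37degC after 10-min compound preincubation, pH 7.4 Tris/KCl/MgCl2/DTT buffer.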
HepG2 viability: kills HepG2 cells in TGF-b inhibitor counter-screen. HepG2 CAGA-GFP viability, ATP luminescence, 18 h. Potency, µM (top dose mostly 46.1 µM), without a hit: at the highest dose activity change, negative = cytotoxicity, most hits filed as cytotoxic. hit rate 0.76% among 410,000; also: potency is read from the fitted curve at half-maximal effect; some results filed as inactive show a strong effect at the top dose
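CellTiter-Glo luminescence gave cytotoxicity after 18 hours at 37 degrees C. The cells were HepG2 CAGA-GFP in 1% FBS DMEM, stimulated with 500 pg/mL TGF-beta after compound addition. %Activity was normalised to no-cell wells (complete cell-killing) and DMSO (no toxicity), and curves were fitted and classified.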
CCT chaperon mod: modulators of cytosolic chaperonin (CCT/TRiC) activity. purified chaperonin ATPase assay, HTRF ADP detection, 30 min. activity change, % (test concentration not listed), hits read low. hit rate 0.3% among 360,000; in the data active = activity change below about -30%; also: % is scaled to controls: 0 for no effect and ±100 for the full control effect
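First, chaperonin was dispensed at 40 nM or 20 nM final depending on batch activity. Next, compounds were pinned at 76 uM and ATP added at 10 uM. After 30 min at 37 °C, ADP detection reagents ran 30 min at ambient temperature.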
TGFb inhibitor: inhibitors of TGF-b signaling | HepG2 CAGA-GFP TGF-b/SMAD3 reporter, GFP fluorescence, 18 h; TGF-beta stimulated, 500 pg/mL final | Potency, µM (top dose mostly 46.1 µM), inactives show top-dose activity, negative = inhibition, usual class: inhibitors | hit rate 1.2% among 410,000 | AID 588855; also: potency is read from the fitted curve at half-maximal effect; % is scaled to controls: 0 for no effect and ±100 for the full control effect; nearly all actives have a fitted effect of over 65% in size
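Inhibition was scored as loss of TGF-beta-induced (500 pg/mL final, 18 hours, 37 degrees C) GFP in HEPG2 cells carrying a CAGA-GFP reporter, in DMEM with 1% FBS. Well GFP was summed per cell; Activity was normalised to unstimulated and stimulated DMSO wells, then concentration-response fitting.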
pAkt inh: inhibitors of Akt phosphorylation | Neuro2A IGF-stimulated pAkt S473 HTRF, 20 min; hits give low values | activity change, % for hits at 50 µM | hit rate 0.32% among 360,000; in the data active = activity change below about -80%; inconclusive = mostly about -51% to -80%; also: % is scaled to controls: 0 for no effect and ±100 for the full control effect
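Neuro2A cells in DMEM with 0.5% FBS, overnight at 37 deg C, given compound at single 50 µM final, then IGF (6 nM final) for 20 min at 37 deg C. Lysed; phospho-Akt Ser473 by HTRF after 24 h, 665/615 ratio.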
Nrf2 activator: activates Nrf2 signaling. Potency, µM (top dose mostly 46.1 µM), for the others: at the highest dose activation, most hits filed as activators. hit rate 0.31% among 410,000. AREc32 ARE-luciferase reporter (MCF7-derived line), luminescence, 24 h; also: potency is read from the fitted curve at half-maximal effect; % of control where 0% means no effect; nearly all actives have a fitted effect of over 65% in size
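AREc32 cells carrying an ARE-driven firefly luciferase, 1000 cells/well in OPTI-MEM with 5% FBS, dosed after overnight attachment and incubated 24 hr at 37 deg C. Steady-Glo luminescence read after 30 min at RT.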
Nrf2 block: blocks Nrf2 signaling; A549 ARE-Fluc reporter, luciferase luminescence, 18-24 h; Potency, µM (highest dose often 46 µM), inactives show at the top dose activity change, negative = inhibition, most hits filed as inhibitors; hit rate 2.1% among 360,000; also: potency is read from the fitted curve at half-maximal effect; % is scaled to controls: 0 for no effect and ±100 for the full control effect; nearly all actives have a fitted effect of over 60% in size
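Nrf2 activity is the BugLite luminescence, read 15 min after reagent at room temperature, following CellTiter-Fluor cytotoxicity readout (30 min, 37C). Compound titrations were applied for 18-24 h to 5000 A549 ARE_Fluc cells/well in 5% FBS OPTI-MEM.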
Starred values were filed as active, the others as inactive; [ ] = another dose, or the depositor's remark. Unless noted, calls follow the shape of the dose curve; as a rule, active = well fitted curve in the direction sought with a large enough effect; inconclusive = small, poorly fitted or top-dose-only effect, or another doubt; inactive = no such curve, though single readings can be large; an effect the other way counts as inactive or inconclusive.

For Cn1nnnc1SCCCNCc1cccc(OCc2ccc(Cl)cc2)c1 the results were A549 viability -14%, HepG2 viability -76%, Nrf2 activator 12% and Nrf2 block 16%.
For CN(C)C(=O)c1cn(CCC#N)nc1-c1ccc2ccccc2c1 the results were ATXN viability inactive, A549 viability 1%, MmCpn inh 1%, HepG2 viability 3%, CCT chaperon mod -3.5, TGFb inhibitor 0%, pAkt inh inactive, Nrf2 activator -0.3% and Nrf2 block 9%.
For O=S(=O)(Nc1ncccn1)c1ccc(NC(=S)NCc2ccco2)cc1 the results were ATXN viability inactive, A549 viability -7%, MmCpn inh 1%, HepG2 viability -11%, CCT chaperon mod -2.8, TGFb inhibitor -16%, pAkt inh inactive, Nrf2 activator -0.5% and Nrf2 block 12%.
Screening COC(=O)c1[nH]c2ccc(C)cc2c1NC(=O)CCN1CCN(Cc2ccc3c(c2)OCO3)CC1 returned ATXN viability inactive, A549 viability -8%[1.84 µM], MmCpn inh -1%, HepG2 viability -36%, CCT chaperon mod -0.4, TGFb inhibitor inconclusive, pAkt inh inactive, Nrf2 activator 2.6% and Nrf2 block -12%.
Screening CCN(CC)C(=O)CSc1nc(N)c(-c2ccccc2)c(=O)[nH]1 returned ATXN viability inactive, A549 viability 9%, MmCpn inh 0%, HepG2 viability -13%, CCT chaperon mod -3.3, TGFb inhibitor -22%, pAkt inh inactive, Nrf2 activator -0.8% and Nrf2 block -3%.
For CCCCCCSc1cc(-c2nc3cc(C)ccn3c2NC2CCCCC2)ccc1OC the results were ATXN viability inconclusive, A549 viability -21%, MmCpn inh 0%, HepG2 viability -26%, CCT chaperon mod -2.7, TGFb inhibitor inconclusive, pAkt inh inactive, Nrf2 activator 2.8% and Nrf2 block -18%.
For COc1cccc(OCC(O)CN2CCC(C)CC2)c1 (centres undefined) the results were ATXN viability inactive, A549 viability 7%, MmCpn inh 2%, HepG2 viability -3%, CCT chaperon mod 0.5, TGFb inhibitor -32%, pAkt inh inactive and Nrf2 activator 0.6%.
`O=[N+]([O-])c1ccccc1Oc1ccc(Cl)c2cccnc12` gave ATXN viability inactive, A549 viability -4%, MmCpn inh 0%, HepG2 viability 28%, CCT chaperon mod -4.3, TGFb inhibitor -14%, pAkt inh inactive, Nrf2 activator 0.2% and Nrf2 block -11%.
Screening Cn1c(SCC(=O)NC2CCCC2)nnc1-c1ccco1 returned ATXN viability inactive, A549 viability 1%, MmCpn inh 1%, HepG2 viability -12%, CCT chaperon mod -1.5, TGFb inhibitor -4%, pAkt inh inactive, Nrf2 activator -0.3% and Nrf2 block 9%.
`C=CCn1c(SCC(=O)N(CCC)C2CCS(=O)(=O)C2)nnc1-c1ccccc1OC` (centres undefined) gave ATXN viability inactive, A549 viability -1%, MmCpn inh 1%, HepG2 viability -12%, CCT chaperon mod -2.6, TGFb inhibitor -1%, pAkt inh inactive, Nrf2 activator 0.0% and Nrf2 block 7%.
Screening COc1ccc(N2CCN(C(CNC(=O)C(=O)NCCC3=CCCCC3)c3ccco3)CC2)cc1 (centres undefined) returned ATXN viability inconclusive, A549 viability -3%, MmCpn inh 1%, HepG2 viability 15%, CCT chaperon mod 0.6, TGFb inhibitor 1%, pAkt inh inactive, Nrf2 activator 0.5% and Nrf2 block -15%.
Screening COc1cc(Cl)c(C)cc1NC(=O)Cc1cccs1 returned ATXN viability inactive, A549 viability 2%, MmCpn inh 0%, HepG2 viability 0%, CCT chaperon mod 0.8, TGFb inhibitor 3%, pAkt inh inactive, Nrf2 activator 4.6% and Nrf2 block -1%.
For O=C(c1ccco1)N1N=C(c2ccccc2O)CC1c1cccs1 (centres undefined) the results were ATXN viability inactive, HepG2 viability 1%, CCT chaperon mod -1.4, TGFb inhibitor -13%, pAkt inh inactive and Nrf2 activator 6.6%.
For CC1CN(C(=O)N[C@@H](Cc2ccccc2)C(=O)O)CC(C)O1 (some centres undefined) the results were ATXN viability inactive, A549 viability 2%, MmCpn inh -2%, HepG2 viability 8%, CCT chaperon mod -0.7, TGFb inhibitor 17%, pAkt inh inactive, Nrf2 activator 2.5% and Nrf2 block inconclusive.
Screening CCOc1cc(C(=O)Nc2ccc(-c3nc4ccccc4s3)cc2Cl)cc(OCC)c1OCC returned ATXN viability inactive, A549 viability 1%, HepG2 viability 3%, TGFb inhibitor 22% and Nrf2 activator 8.1%.
`CN(C)CCOC1c2ccccc2C=Cc2ccccc21` gave ATXN viability inactive, A549 viability 1%, HepG2 viability -4%, CCT chaperon mod 2.9, TGFb inhibitor 1%, pAkt inh inactive, Nrf2 activator -0.8% and Nrf2 block -8%.
`Cc1ccc(C(=O)C[n+]2ccccc2)cc1` gave ATXN viability inactive, A549 viability 3%, MmCpn inh 0%, HepG2 viability 1%, CCT chaperon mod -0.5, TGFb inhibitor -20%, pAkt inh inactive, Nrf2 activator 0.2% and Nrf2 block inconclusive.
For COc1ccccc1CNC(=O)Cn1cc(Br)ccc1=O the results were ATXN viability inactive, A549 viability -7%, MmCpn inh 3%, HepG2 viability 5%, CCT chaperon mod -2.3, TGFb inhibitor 5%, pAkt inh inactive, Nrf2 activator 0.0% and Nrf2 block inconclusive.
CCOC(=O)N1CCN(C(=O)C2CCC(=O)N(Cc3cccc(C(F)(F)F)c3)C2)CC1 (centres undefined) was read as ATXN viability inconclusive, A549 viability 2%, MmCpn inh -1%, HepG2 viability -4%, CCT chaperon mod -1.0, TGFb inhibitor -4%, pAkt inh inactive, Nrf2 activator 0.2% and Nrf2 block -2%.
CCc1ccc(S(=O)(=O)Nc2ccncc2)cc1 was read as ATXN viability inactive, A549 viability -4%, MmCpn inh 1%, HepG2 viability -29%, CCT chaperon mod 1.8, TGFb inhibitor 29%, pAkt inh inactive, Nrf2 activator 0.5% and Nrf2 block 11%.
`Cc1onc(-c2c(Cl)cccc2Cl)c1C(=O)N1CCSCC1` gave ATXN viability inactive, A549 viability -8%, MmCpn inh -1%, HepG2 viability 18%, CCT chaperon mod 1.0, TGFb inhibitor 9%, pAkt inh inactive, Nrf2 activator -0.5% and Nrf2 block -27%.
`COc1ccccc1NC(=S)N(Cc1ccccc1)Cc1cccnc1` gave ATXN viability inactive, A549 viability 4%, MmCpn inh 2%, HepG2 viability 0%, CCT chaperon mod -0.4, TGFb inhibitor -5%, pAkt inh inactive, Nrf2 activator 0.3% and Nrf2 block inconclusive.
`Cc1ccc(S(=O)(=O)N2CC(=O)Nc3ccccc32)cc1` gave ATXN viability inactive, A549 viability 1%, MmCpn inh -1%, HepG2 viability -16%, CCT chaperon mod -1.3, TGFb inhibitor 0%, pAkt inh inactive, Nrf2 activator 0.2% and Nrf2 block 4%.
`Cc1ccc(C)c(Cn2nnc3c(=O)[nH]c(C4CCN(S(=O)(=O)c5ccc(S(=O)(=O)N(C)C)cc5)CC4)nc32)c1` gave ATXN viability inactive, A549 viability 5%, MmCpn inh 3%, HepG2 viability -2%, CCT chaperon mod -0.3, TGFb inhibitor 2%, pAkt inh inactive, Nrf2 activator -1.2% and Nrf2 block inconclusive.
Screening Cc1ccc(-c2cc(C(=O)Nc3cc(C)on3)no2)cc1 returned ATXN viability inactive, A549 viability -15%, MmCpn inh 1%, HepG2 viability -9%, CCT chaperon mod 0.2, TGFb inhibitor -14%, pAkt inh inactive, Nrf2 activator 0.3% and Nrf2 block 7%.
For CCCOc1cccc(C(=O)Nc2ccc(-c3cc4ccccc4oc3=O)c(C)c2)c1 the results were ATXN viability inactive, A549 viability 4%, HepG2 viability -26%, TGFb inhibitor -10%, Nrf2 activator 4.8% and Nrf2 block inconclusive.
`CCCn1nnc(NC(=S)NC(=O)/C=C/c2ccco2)n1` gave ATXN viability inactive, A549 viability -2%, MmCpn inh -3%, HepG2 viability 4%, CCT chaperon mod 0.4, TGFb inhibitor -7%, pAkt inh inactive, Nrf2 activator 4.7% and Nrf2 block 9%.
For CCCCNC(=O)Cn1nc(C)c(S(=O)(=O)N2CCOCC2)c1C the results were ATXN viability inactive, A549 viability 0%, MmCpn inh -2%, HepG2 viability -1%, CCT chaperon mod 0.1, TGFb inhibitor 3%, pAkt inh inactive, Nrf2 activator 0.5% and Nrf2 block -6%.
COc1ccc(/C=C/C(=O)N2CCN(c3ccccc3)CC2)cc1S(=O)(=O)N1CCOCC1 was read as ATXN viability inconclusive, A549 viability -13%, MmCpn inh 1%, HepG2 viability 7%, CCT chaperon mod 1.0, TGFb inhibitor -11%, pAkt inh inactive, Nrf2 activator 3.3% and Nrf2 block 13µM*.
`Cc1ccc(OC(C)C(=O)N2CCN(CCc3ccccn3)CC2)cc1C` (centres undefined) gave ATXN viability inactive, A549 viability 5%, HepG2 viability 8%, TGFb inhibitor -3%, Nrf2 activator -0.8% and Nrf2 block 12%.

Entries listed so far that have a thiophene ring, fused or not (2):
Screening COc1cc(Cl)c(C)cc1NC(=O)Cc1cccs1 returned ATXN viability inactive, A549 viability 2%, MmCpn inh 0%, HepG2 viability 0%, CCT chaperon mod 0.8, TGFb inhibitor 3%, pAkt inh inactive, Nrf2 activator 4.6% and Nrf2 block -1%.
For O=C(c1ccco1)N1N=C(c2ccccc2O)CC1c1cccs1 (centres undefined) the results were ATXN viability inactive, HepG2 viability 1%, CCT chaperon mod -1.4, TGFb inhibitor -13%, pAkt inh inactive and Nrf2 activator 6.6%.
